# STK33 inh: inhibitors of human STK33 kinase. Q9BYT3. purified STK33, MBP phosphorylation, ADP-Glo luminescence. inhibition, % at 10 µM. 320,000 tested, 0.073% active;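 active = inhibition at or above 25%, using the most active replicate where run in duplicate; inactive = inhibition below 25%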
# Target sequence (Q9BYT3 whole entry, looked up): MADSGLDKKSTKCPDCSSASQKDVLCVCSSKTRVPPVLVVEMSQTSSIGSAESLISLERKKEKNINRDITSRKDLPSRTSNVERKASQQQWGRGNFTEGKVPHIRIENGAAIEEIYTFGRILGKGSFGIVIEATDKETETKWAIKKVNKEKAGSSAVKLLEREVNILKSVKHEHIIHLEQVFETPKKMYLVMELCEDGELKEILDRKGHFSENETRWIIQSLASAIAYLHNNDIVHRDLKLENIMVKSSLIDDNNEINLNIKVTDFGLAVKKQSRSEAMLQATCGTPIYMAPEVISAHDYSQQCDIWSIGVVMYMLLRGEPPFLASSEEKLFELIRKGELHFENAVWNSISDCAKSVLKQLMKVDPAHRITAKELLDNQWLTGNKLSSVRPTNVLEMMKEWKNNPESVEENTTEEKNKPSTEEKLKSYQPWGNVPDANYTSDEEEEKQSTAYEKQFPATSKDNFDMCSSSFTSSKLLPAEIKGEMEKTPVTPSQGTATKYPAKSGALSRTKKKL
# Kir21 inh: blocks the mouse Kir2.1 inward-rectifier potassium channel; P35561; HEK293-Kir2.1, FluxOR thallium flux fluorescence; active compounds read low; B-score at 10 µM; 310,000 tested, 0.85% active; AID 1672;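 active = fluorescence ratio B-score at or below minus 3 SD of library scores, with starting-brightness B-score within 2 SD, cut at about -4.2 in these data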;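 note: channel flux triggered by added potassium and thallium sulfate stimulus; B-score of peak minus minimum fluorescence over baseline after thallium stimulus; more negative B-score means stronger Kir2.1 block with less thallium influx; some compounds called inactive have numbers as strong as hits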
# Target sequence (P35561 whole entry, looked up): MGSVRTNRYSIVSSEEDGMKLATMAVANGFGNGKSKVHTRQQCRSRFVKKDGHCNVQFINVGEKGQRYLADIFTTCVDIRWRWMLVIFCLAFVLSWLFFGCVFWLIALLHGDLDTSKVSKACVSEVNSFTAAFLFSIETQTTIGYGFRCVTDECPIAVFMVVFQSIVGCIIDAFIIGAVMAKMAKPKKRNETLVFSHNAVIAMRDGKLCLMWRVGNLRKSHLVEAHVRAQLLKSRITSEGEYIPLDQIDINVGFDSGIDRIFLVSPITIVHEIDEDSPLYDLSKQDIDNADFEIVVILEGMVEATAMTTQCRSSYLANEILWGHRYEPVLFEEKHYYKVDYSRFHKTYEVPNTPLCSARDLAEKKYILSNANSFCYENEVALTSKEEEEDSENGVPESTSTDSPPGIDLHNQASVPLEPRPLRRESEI
# KCNQ2 inh: KCNQ2 potassium channel inhibitors, primary screen, cell-based, CHO-K1, FluxOR thallium flux, B-score (AID 2156) | O88943 | 20 min; active compounds read low | 310,000 tested, 1.1% active | B-score at 10 µM;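 active = fluorescence ratio B-score at most minus 3 library SDs, with starting brightness B-score within 2 library SDs, cut at about -5.5 in these data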
# Active calls of the source: *; i = inactive; . = not tested or not shown. Random draw from the library (roughly 1.9% active in at least one column).
SMILES,STK33 inh,Kir21 inh,KCNQ2 inh
CS(=O)(=O)N1CCN(C(=O)Cc2cccs2)CC1,-2.1,-0.12,i
NS(=O)(=O)c1ccc(N/N=C/c2ccc(O)cc2O)c([N+](=O)[O-])c1,0.2,1.31,i
COCCNC(=O)/C(C#N)=C/c1cccs1,-0.3,-0.85,i
CCN(CC(=O)N1CCC(C)CC1)S(=O)(=O)c1ccc(C)cc1,3.4,0.66,i
Cc1cccc(C)c1NC(=O)C(NC=O)c1ccccc1Cl (stereo not given),7.6,2.72,i
CSc1ncccc1C(=O)NCC(c1cccs1)N1CCOCC1 (stereo not given),-0.1,-0.01,i
COc1ccc(OCC(O)CNCCNc2nccc(C(F)(F)F)n2)cc1 (stereo not given),-1.3,-1.42,i
N#Cc1c(C(F)(F)F)cc(-c2cccs2)nc1SCc1cccnc1,-0.9,-1.18,i
CC(C)Cc1nnc(NC(=O)c2ccc3c(c2)NC(=O)C(C)S3)s1 (stereo not given),0.3,0.09,i
Cc1cccc(C)c1NC(=O)CCS(=O)(=O)c1ccc(Br)cc1,-1.6,0.96,i
COc1ccc2[nH]c(=O)c(CN(Cc3cccs3)Cc3nnnn3C(C)(C)C)cc2c1,-2.0,0.77,i
O=C(COc1ccc([N+](=O)[O-])cc1)Nc1cccnc1,-1.8,-1.23,i
O=C(Nc1n[nH]c(=S)s1)c1ccco1,-0.2,1.01,i
CCc1nc(N2CCCC(C)C2)c2oc3ccccc3c2n1 (stereo not given),-1.5,-0.95,i
CC(C)C(=O)NC(=S)Nc1ccc(S(=O)(=O)N(C)Cc2ccccc2)cc1,-0.8,-0.29,i
Cc1ccc(OCC(=O)N(Cc2ccccc2)c2c(N)n(Cc3ccccc3)c(=O)[nH]c2=O)c(C)c1,0.5,1.49,i
COC(=O)c1c(C)cc(OC(C)=O)c(C)c1OC(C)=O,-3.0,1.84,i
Cc1[nH]n(-c2ccc(Cl)cc2)c(=O)c1/C=N/n1c(C)nc2ccccc2c1=O,-0.6,-0.15,i
Cc1cccc(C)c1NC(=O)c1c(O)c2ccccc2[nH]c1=O,-1.5,0.96,i
CCOc1cc(C(=S)N2CCOCC2)ccc1OC,-1.1,-0.89,i
COc1cccc(Oc2nc3ncn(Cc4ccccc4)c3c(=O)n2C)c1,-0.7,1.19,i
COc1cccc(CNC(=O)C2CCC(CNc3c(N4CCC(C)CC4)c(=O)c3=O)CC2)c1 (stereo not given),-0.3,-0.81,i
O=C(N/N=C(\Cc1ncc[nH]1)c1ccccc1)c1ccccc1,0.2,-0.24,i
Cc1cccc(NC(=S)NCCN2CCOCC2)c1C,-0.2,-1.95,i
COc1ccccc1CNC(=O)c1ccc(OCc2c(C)noc2C)c(OC)c1,-1.5,-0.73,i
# More results:
SMILES,STK33 inh,Kir21 inh,KCNQ2 inh
O=C(NCc1cccc(Cl)c1)c1ccc2c(c1)OCO2,0.6,2.1,i
Cc1ccc(Nc2nc(OC(C(F)(F)F)C(F)(F)F)nc(N3CCOCC3)n2)cc1,-0.7,2.25,i
Cc1ccccc1NS(=O)(=O)c1cc(C(=O)Nc2cccc([N+](=O)[O-])c2)ccc1C,-0.6,-0.46,i
O=C(COC(=O)c1ccc(O)cc1)Nc1ccc2[nH]c(=O)[nH]c2c1,-1.0,0.29,i
Nn1c(SCC(=O)Nc2ccc(F)cc2)nnc1C1CCCCC1,-5.4,0.07,i
O=C(NCc1ccco1)c1ccc(Br)s1,0.1,0.85,i
O=C1/C(=C/c2ccccn2)COc2ccccc21,-1.1,-0.46,i
O=C(/C=C/c1ccc(F)cc1)NC(=S)NNC(=O)c1cnccn1,1.7,0.57,i
CCOC(=O)c1c(S(=O)(=O)NCC(=O)Nc2ccc(F)cc2)c(C)n(C)c1C,0.2,0.26,i
COC(=O)c1ccc(/C=N/Nc2nc3ccccc3[nH]2)cc1,0.8,0.21,i
O=Nc1c2cc(-c3ccccc3)[nH]nc-2c2ccccc12,.,-0.07,i
O=C(CC1SC(=Nc2ccc(OC(F)F)cc2)N(CCN2CCOCC2)C1=O)Nc1ccccc1 (stereo not given),1.3,-1.45,i
CN(/N=C/c1cccnc1)c1cnn(-c2ccc(F)c(Cl)c2)c(=O)c1Cl,-1.4,-0.47,i
CC(C)(C)C1CCC2(CC1)SCC(=O)N2c1ccccc1 (stereo not given),-1.6,-1.43,i
COc1ccc(C(=O)Nc2ccccc2C(=O)Nc2ccc(C(=O)O)cc2)cc1,0.0,0.96,i
O=C(COc1ccccc1)Nc1cc(NC(=O)COc2ccccc2)cc(C(=O)O)c1,-1.4,-1.69,i
CCNC(=O)NS(=O)(=O)c1cnccc1Nc1cccc(Cl)c1,-1.4,-0.08,i
CC12CCC(C(=O)Nc3nc4ccc(Br)cc4s3)(OC1=O)C2(C)C (stereo not given),0.2,-1.02,i
Cc1nn(-c2ccccc2)nc1CNC(=O)c1ncoc1-c1ccccc1,0.1,0.82,i
COc1ccc(OC)c(N=c2ssnc2Cl)c1,-2.3,-1.95,i
O=C(CCn1c(=O)c2ccccc2n(Cc2cccc([N+](=O)[O-])c2)c1=O)N1CCc2ccccc2C1,0.2,-0.04,i
CS(=O)(=O)N1N=C(c2ccccc2)CC1c1cccs1 (stereo not given),1.5,-0.15,i
O=C(O)CCC(=O)Nc1cccc(-c2nnc(-c3ccccc3)o2)c1,-0.9,1.86,i
Cc1onc(-c2c(Cl)cccc2Cl)c1C(=O)O/N=C(\C#N)c1ccccc1,-4.6,-0.37,i
Fc1ccc(NCc2n[nH]c(=S)n2Cc2ccccc2)cc1,-0.1,-2.75,i
# (next part)
SMILES,STK33 inh,Kir21 inh,KCNQ2 inh
O=C(CSC1=NS(=O)(=O)c2ccccc2N1)NCc1ccc(F)cc1,0.4,-0.08,i
NS(=O)(=O)OCc1ccc(C(F)(F)F)cc1,-1.4,1.65,i
O=C(NC(=S)NCC1CCCO1)c1ccccc1[N+](=O)[O-] (stereo not given),-14.9,0.46,i
Cc1ccc(C(=O)Oc2ccc(C(=O)COC(=O)C3CC(=O)N(Cc4ccco4)C3)cc2)cc1 (stereo not given),1.0,-0.71,i
COc1ccc(NC(=O)c2cc(OC)c(OC)cc2OC)c(S(=O)(=O)N2CCOCC2)c1,4.1,-1.6,i
O=C1CC(Sc2nnc(-c3ccccc3O)o2)C(=O)N1c1ccccc1 (stereo not given),-0.4,-2.6,i
CCC1CCCCN1CCCNC(=O)C1CCN(Cc2nc(-c3ccc(Cl)cc3)oc2C)CC1 (stereo not given),-1.9,-1.17,i
Cc1ccc(N(CC(=O)NCCSc2ccccn2)S(C)(=O)=O)cc1,-0.1,-0.78,i
COc1c2c(cc3oc(=O)ccc13)OC(C)(C)C=C2,1.8,0.17,i
O=C(Nc1ccc(Cl)cn1)c1cccc(S(=O)(=O)N2CCOCC2)c1,2.3,0.87,i
CCc1ccc(CCC(=O)Nc2ccccc2C(=O)O)o1,-2.4,0.54,i
CCN(C(=O)CSc1nnc(-c2ccc(OC(F)F)cc2)n1N)C1CCS(=O)(=O)C1 (stereo not given),-0.7,-1.45,i
CC(C)COP(=O)(OCC(C)C)C(O)c1ccc2c(c1)OCO2 (stereo not given),-1.8,-0.39,i
COc1ccccc1OCCOCCOc1ccccc1Cl,-0.6,0.14,i
O=C(CSCc1ccc([N+](=O)[O-])cc1)NN=C1CCCCCC1,0.1,0.45,i
O=C(NCCc1ccc(Cl)cc1)c1ccc(CS(=O)Cc2ccccc2Cl)o1 (stereo not given),0.2,-1.9,i
O=C(O)c1ccc(CNS(=O)(=O)c2ccc(Oc3ccccc3Cl)cc2)cc1,-2.3,0.09,i
Cc1[nH]c2ccc(F)cc2c1CCNC(=O)C1CCCCC1C(=O)OCC(F)(F)F (stereo not given),-0.1,-0.45,i
CCSC1=N/C(=C\c2cccc(F)c2)C(=O)S1,-2.7,0.13,i
O=C(NCCNC(=O)c1cnccn1)c1ccc(Cl)c(Cl)c1,-3.1,-0.05,i
CCOc1ccccc1NC(=O)NCc1ccc2c(c1)OCO2,-0.7,0.57,i
COC(=O)CC1C(=O)NCCN1C(=S)Nc1ccccc1Cl (stereo not given),-1.2,0.66,i
CC(C)CC(NC(=O)C(CO)NC(=O)C1CCC(=O)N1)C(N)=O (stereo not given),1.1,-0.81,i
CCOc1cc(C(C(=O)NCC2CCCO2)N(C(=O)Cn2nnc3ccccc32)c2ccc(NC(C)=O)cc2)ccc1O (stereo not given),-0.6,-0.91,i
Cc1ccc2nc(C(F)OC(F)(F)F)[nH]c2c1 (stereo not given),-1.0,0,i

# Some of the entries so far, tab-delimited:
SMILES	STK33 inh	Kir21 inh	KCNQ2 inh
CCC1CCCCN1CCCNC(=O)C1CCN(Cc2nc(-c3ccc(Cl)cc3)oc2C)CC1 (stereo not given)	-1.9	-1.17	i
Cc1ccc(N(CC(=O)NCCSc2ccccn2)S(C)(=O)=O)cc1	-0.1	-0.78	i
COc1c2c(cc3oc(=O)ccc13)OC(C)(C)C=C2	1.8	0.17	i
O=C(Nc1ccc(Cl)cn1)c1cccc(S(=O)(=O)N2CCOCC2)c1	2.3	0.87	i
CCc1ccc(CCC(=O)Nc2ccccc2C(=O)O)o1	-2.4	0.54	i
CCN(C(=O)CSc1nnc(-c2ccc(OC(F)F)cc2)n1N)C1CCS(=O)(=O)C1 (stereo not given)	-0.7	-1.45	i
CC(C)COP(=O)(OCC(C)C)C(O)c1ccc2c(c1)OCO2 (stereo not given)	-1.8	-0.39	i
COc1ccccc1OCCOCCOc1ccccc1Cl	-0.6	0.14	i
O=C(CSCc1ccc([N+](=O)[O-])cc1)NN=C1CCCCCC1	0.1	0.45	i
O=C(NCCc1ccc(Cl)cc1)c1ccc(CS(=O)Cc2ccccc2Cl)o1 (stereo not given)	0.2	-1.9	i
O=C(O)c1ccc(CNS(=O)(=O)c2ccc(Oc3ccccc3Cl)cc2)cc1	-2.3	0.09	i
Cc1[nH]c2ccc(F)cc2c1CCNC(=O)C1CCCCC1C(=O)OCC(F)(F)F (stereo not given)	-0.1	-0.45	i
CCSC1=N/C(=C\c2cccc(F)c2)C(=O)S1	-2.7	0.13	i

# Additional structures follow:
SMILES,STK33 inh,Kir21 inh,KCNQ2 inh
CN(C)c1nc(C(=O)O)nc(N2CCOCC2)n1,2.4,0.8,i
O=C(CCc1nnc(C2CCCCC2)o1)N1CCN(Cc2ccccc2)CC1,-0.2,-0.02,i
CC(C)C[C@H](NC(=O)OC(C)(C)C)c1n[nH]c(=S)n1N,-1.4,-1.04,i
CCOc1ccccc1NC(=O)CN(c1nccs1)S(=O)(=O)c1ccc(N)cc1,0.2,-1.15,i
CC(=O)NCCOC(=O)Nc1cccnc1,-1.8,-0.89,i
O=C(Cc1ccccc1[N+](=O)[O-])Nc1ccc(S(=O)(=O)N2CCCC2)cc1,-1.9,1.58,i
CCn1c(SCC(=O)NCc2ccco2)nc2c(c1=O)SC(C)C2 (stereo not given),0.6,-0.6,i
COc1cc(NC(=S)NCc2cccs2)cc(OC)c1,-0.9,-0.69,i
CCOC(=O)c1sc2nccc(N(C)C)c2c1N=CNOCc1c(F)cccc1Cl,0.2,0.6,-6.23*
CCC(C)/C=C/C1=CC2=C(Cl)C(=O)C3(C)OC(=O)C(C(=O)C(C)C(C)O)C3C2=CO1 (stereo not given),-1.0,-2.68,i
CCN(CC)CC(=O)Nc1nn(-c2ccccc2)nc1C(N)=O,-0.4,-1.86,i
CCCC1(c2ccccc2)NC(=O)N(CC(=O)Nc2ccccc2C(F)(F)F)C1=O (stereo not given),0.4,0.11,i
CCCCNC(=O)c1onc(CCl)c1C(=O)OC,-0.3,1.25,i
CCCN(CC(=O)Nc1ccc(C(N)=O)cc1)CC(=O)Nc1cc(Cl)ccc1Cl,-0.1,0.55,i
O=C(c1ccc2ccccc2c1)N1CCCC1,-0.7,2.76,i
O=C(c1ccco1)N1CCN(C(c2ccccc2Cl)c2nnnn2Cc2cccs2)CC1 (stereo not given),-1.7,-2.1,i
COc1cc(COC(=O)Oc2ccc(CNC(C)=O)cc2OC)c([N+](=O)[O-])cc1OC,-2.0,-1.03,i
CN(Cc1ccccc1)c1ccc(C(CC(N)=O)NC(=O)Cc2cccc3ccccc23)cc1[N+](=O)[O-] (stereo not given),-0.1,-0.04,i
Cc1nn(-c2ccccc2)c2sc(C(=O)OCC(=O)N3CCCCC3)cc12,-0.6,-0.01,i
COc1ccc(Cl)cc1NC(=O)CN(C)C(=O)CCC(=O)c1cc(C)sc1C,0.6,-0.81,i
COC(=O)Cc1c(C)[nH]n(-c2cc(Cl)cc(Cl)c2)c1=O,-2.7,1.06,i
COc1cc(CC(=O)Nc2nc(-c3ccccc3)c(C(C)=O)s2)cc(OC)c1OC,0.0,1.1,i
Cc1ccc(S(=O)(=O)CCN2CCN(c3ccccc3)CC2)cc1,-0.6,1,i
Cc1ccc(CNS(=O)(=O)NCc2ccc(Cl)cc2)cc1,-0.7,0.24,i
FC(F)Sc1ccc(NC(=S)NC2CCCCC2)cc1,-0.5,0.78,i
# Next part
SMILES,STK33 inh,Kir21 inh,KCNQ2 inh
S=C1NC(c2ccccc2)N2C(=S)NC(c3ccccc3)N12 (stereo not given),0.4,0.81,i
Cn1c(=O)c(=O)n(C)c2cc(N3CCCCC3)c(NS(=O)(=O)c3ccc([N+](=O)[O-])cc3)cc21,-1.7,0.03,i
CCOc1ccc(OCCC(=O)OCC(=O)Nc2ccc3c(c2)OCCO3)cc1,-0.5,0.35,i
CCCN1C(=O)/C(=C2/C=Cc3ccccc3N2CC)SC1=S,-1.2,2.05,i
COc1ccc(C(=O)NCC(c2cccnc2)N2CCN(c3ccccc3OC)CC2)cc1OC (stereo not given),0.2,2.91,i
O=C(Nc1nnc(COc2ccc(F)cc2)s1)c1cccs1,-0.5,0.02,i
COc1cc(C(=O)/C=C/Nc2ccc(NC(C)=O)cc2)cc(OC)c1OC,0.2,1,i

# Screens (PubChem BioAssay)
